# Screening data as filed in PubChem.
# proCasp3 act = activates human procaspase-3. P42574. recombinant procaspase-3 D3A, Ac-DEVD-pNA absorbance 405 nm. activation, % at 8.5 µM. 330,000 compounds, 0.11% hits. AID 463141;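 active = activation above the mean of all tested compounds plus 3 SD, cut at about 21% in these data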;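 note: 0% = DMSO alone and 100% = DMSO wells spiked with extra 5 µM PC-3 D3A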
# Target sequence (P42574 whole entry D9A/D28A/D175A): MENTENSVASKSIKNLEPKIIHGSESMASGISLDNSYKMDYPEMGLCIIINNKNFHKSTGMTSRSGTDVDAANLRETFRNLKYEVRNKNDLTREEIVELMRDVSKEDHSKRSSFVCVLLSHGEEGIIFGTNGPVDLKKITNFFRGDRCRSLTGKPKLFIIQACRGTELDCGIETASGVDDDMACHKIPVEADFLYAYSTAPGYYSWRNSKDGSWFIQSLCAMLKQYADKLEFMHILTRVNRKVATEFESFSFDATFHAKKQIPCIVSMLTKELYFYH
#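 Assay system: Procaspase-3 D3A mutant, all three cleavage aspartates alanine. Buffer or medium: Zinc-free HEPES saline buffer with Triton X-100. Times: 1 h compound preincubation, 2 h substrate hydrolysis at 25 °C. Measured by: 405 nm absorbance of p-nitroaniline, reads at 0 and 120 min. Read-out basis: percent activation relative to control range. Replicates: singlicate.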
# GRK2 aptamer HTS = human GRK2 inhibition via aptamer displacement | P25098 | bead flow cytometry, FAM-aptamer displacement from GRK2 | inhibition of aptamer binding, % at 10 µM | 330,000 compounds, 0.59% hits;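 active = inhibition of aptamer binding above 40%, roughly 3 SD of noise, on plates passing a quality check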;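 note: median bead fluorescence of bound FAM aptamer so fluorescent compounds give negative values; no value below 0 was filed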
# PP5 primary = inhibitors of human protein phosphatase 5 (PP5) | inhibition, % at 6.7 µM | P53041 | purified PP5c, OMFP substrate fluorescence | 320,000 compounds, 0.18% hits;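 active = inhibition above the campaign's mean inhibition across all tested compounds plus 3 SD, cut at about 9.5% in these data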;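 note: 0% = DMSO only and 100% = 100 µM cantharidin control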
# Target sequence (P53041 whole entry, looked up): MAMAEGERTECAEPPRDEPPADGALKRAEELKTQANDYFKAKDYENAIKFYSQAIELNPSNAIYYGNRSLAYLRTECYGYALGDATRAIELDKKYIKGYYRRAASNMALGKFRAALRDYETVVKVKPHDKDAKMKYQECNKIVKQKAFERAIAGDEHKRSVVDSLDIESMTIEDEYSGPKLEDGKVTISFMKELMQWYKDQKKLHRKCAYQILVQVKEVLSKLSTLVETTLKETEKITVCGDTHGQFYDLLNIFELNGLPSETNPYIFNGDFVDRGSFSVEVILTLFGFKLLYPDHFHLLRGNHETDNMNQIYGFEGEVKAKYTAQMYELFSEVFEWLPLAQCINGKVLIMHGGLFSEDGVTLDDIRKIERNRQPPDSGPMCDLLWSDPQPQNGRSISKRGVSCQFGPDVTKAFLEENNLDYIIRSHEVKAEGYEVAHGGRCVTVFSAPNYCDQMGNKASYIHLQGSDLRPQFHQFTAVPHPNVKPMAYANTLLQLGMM
# Fh CTSL1 inh = counter-screen for PFM18AAP inhibitors: inhibitors of F. hepatica cathepsin L1 | recombinant F. hepatica cathepsin L1, Z-Leu-Arg-MCA fluorescence | AID 1906 | inhibition, % at 5.96 µM | 300,000 compounds, 0.49% hits;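 active = inhibition above the mean of all tested compounds plus 3 SD, set per screening campaign, cut at about 17% in these data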;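 note: 0% = plate median of test compound wells and 100% = 1 µM Z-Phe-Ala-diazomethylketone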
# GASC-1 inh = human JMJD2C demethylase inhibition; Q9H3R0; GST-JMJD2C(1-420) H3K9me3 demethylation, DELFIA europium; inhibition, % at 2.35 µM; 330,000 compounds, 0.069% hits; AID 2099;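 active = more than half of a compound's replicate wells show inhibition beyond 50%, single wells judged on their own value; inconclusive = some, but no more than half, of replicates pass 50% inhibition; inactive = no replicate passes 50% inhibition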;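 note: signal counts dimethyl H3K9 product captured on neutravidin plate; 0% = median of DMSO wells and 100% = 0.3 times that DMSO median; strong numbers were not always called active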
# PP1 inh = blocks human PP1-alpha phosphatase, a PP5 counter-screen. 320,000 compounds, 0.9% hits. purified PP1alpha, OMFP fluorescence. AID 2235. inhibition, % at 6.7 µM;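 active = inhibition above the mean inhibition of all tested compounds plus 3 SD, computed separately for each screening campaign, cut at about 15% in these data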
# core dimer inh = HCV core protein dimerization inhibition. inhibition, % at 5 µM. TR-FRET GST/Flag-core106 dimerization, 1536-well. 300,000 compounds, 0.33% hits;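 active = inhibition above the mean of all tested compounds plus 3 SD, set per screening campaign, cut at about 45% in these data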
#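 Assay system – GST-tagged and Flag-tagged HCV core protein residues 1-106 · Quantity – core106 proteins, GST 13.5 nM and Flag 17 nM · Benchmarks – unlabelled core106 and no-GST-core106 wells · Read-out basis – percent inhibition of core106 dimerization signal · Detection – time-resolved FRET, ex 340 nm, em 617 and 671 nm · Schedule – 4 h at 22.5 °C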
# VLA-4 inh = inhibition in a human VLA-4 binding assay; VLA-4 expressing cells, ligand binding flow cytometry; inhibition, % (about 7 µM as worked out from the volumes in the protocol); 330,000 compounds, 0.2% hits; in the data active = inhibition above about 50%
# proCasp7 act = activates human procaspase-7, counter-screen for procaspase-3 activators. activation, % at 8.5 µM. 330,000 compounds, 0.093% hits. AID 463210. recombinant procaspase-7, Ac-DEVD-pNA absorbance 405 nm; D23A/D198A/D206A triple mutant, cannot self-cleave; scale: DMSO 0, 5 µM enzyme 100. P55210;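 active = percent activation above the screen-wide mean plus 3 SD, cut at about 25% in these data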
# Target sequence (P55210 whole entry D23A/D198A/D206A): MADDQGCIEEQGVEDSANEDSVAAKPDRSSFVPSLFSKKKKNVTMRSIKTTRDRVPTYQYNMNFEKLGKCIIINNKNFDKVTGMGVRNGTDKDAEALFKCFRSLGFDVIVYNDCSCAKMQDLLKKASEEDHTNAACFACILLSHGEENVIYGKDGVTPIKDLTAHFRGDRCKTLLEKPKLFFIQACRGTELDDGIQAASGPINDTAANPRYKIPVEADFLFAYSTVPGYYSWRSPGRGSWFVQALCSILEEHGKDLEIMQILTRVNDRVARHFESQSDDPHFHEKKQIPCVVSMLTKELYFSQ
#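 signal = Epi-absorbance of released pNA at 405 nm, two timepoints | assay system = Uncleavable procaspase-7 mutant enzyme | reagent = Ac-DEVD-pNA substrate, 400 µM as added | times = 1 h enzyme–compound preincubation and 2 h substrate reaction, both 25 °C | benchmarks = low DMSO alone, high DMSO plus 5 µM PC-7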
# An asterisk follows results filed as active; i = inactive; ? = inconclusive; . = not tested or not shown. The order is random (roughly 2.6% active in at least one column).
SMILES,proCasp3 act,GRK2 aptamer HTS,PP5 primary,Fh CTSL1 inh,GASC-1 inh,PP1 inh,core dimer inh,VLA-4 inh,proCasp7 act
O=C(O)C1CCCNC1 (stereo not drawn),-7,0,1.1,-5,15,-2,1,12,3
CC(C)(C)C(=O)Nc1ccc(C(=O)N/N=C/C2CC3C=CC2C3)cc1 (stereo not drawn),-5,0,4.1,-2,28,-6,2,-6,-3
O=C(CCc1ccccc1)Nc1cccc(NC(=O)CCc2ccccc2)c1,-7,1,0.2,3,1,-3,5,-3,-2
O=C(CCn1cnc2ccccc2c1=O)Nc1cccc(Cl)c1Cl,-2,19,0.9,3,-21,-1,-3,4,-3
NS(=O)(=O)c1ccc(CCNC(=O)CSc2ccc3ccccc3c2)cc1,-2,0,-0.6,5,-3,2,-12,-5,4
COc1ccc(NS(=O)(=O)c2ccc(NN=Cc3ccc(C(=O)O)cc3)c([N+](=O)[O-])c2)cc1,-4,3,.,.,2,.,.,3,8
COc1ccc(-c2cc(C(=O)Nc3c(C)n(C)n(-c4ccccc4)c3=O)c3ccccc3n2)cc1,4,0,1.2,6,1,0,9,7,6
COc1ccccc1NC(=O)CN1C(=O)C(C)SC(C)C1=O (stereo not drawn),5,1,-1.5,-3,-6,-6,0,3,-1
CCOc1ccc(CCNC(=O)c2ccc(C)c(N3CCCC3=O)c2)cc1OCC,-6,0,-0.8,9,5,-6,5,0,1
N#C/C(=C\c1cc(Cl)c(OCc2ccc(Cl)cc2)c(Cl)c1)C(N)=O,-1,0,2.2,-2,0,3,7,3,0
CCOc1ccc(CCNC(=O)c2[nH]c(C)c(C(C)=O)c2CC)cc1OCC,-1,0,0.5,-2,-3,1,-5,20,6
COCCNC(=O)CN1CCN(C(c2ccccc2)c2ccccc2)CC1,-6,0,1.2,1,1,4,0,-5,-11
CC(=O)OC1c2ccccc2C(=O)N1Cc1ccccc1 (stereo not drawn),-1,3,3.7,20*,3,-2,-18,-11,-5
Cc1nnc(SCC(=O)N2CCCCCC2)n(N)c1=O,0,0,-1.3,6,.,13,-2,-9,7
COc1ccc(OCC(=O)Nc2cc(C)c(Cl)cc2OC)c([N+](=O)[O-])c1,7,0,1.0,0,-4,-3,4,-9,4

# A different layout for some results above:
COc1ccccc1NC(=O)CN1C(=O)C(C)SC(C)C1=O (stereo not drawn)
  proCasp3 act = 5 | GRK2 aptamer HTS = 1 | PP5 primary = -1.5 | Fh CTSL1 inh = -3 | GASC-1 inh = -6 | PP1 inh = -6 | core dimer inh = 0 | VLA-4 inh = 3 | proCasp7 act = -1
CCOc1ccc(CCNC(=O)c2ccc(C)c(N3CCCC3=O)c2)cc1OCC
  proCasp3 act = -6 | GRK2 aptamer HTS = 0 | PP5 primary = -0.8 | Fh CTSL1 inh = 9 | GASC-1 inh = 5 | PP1 inh = -6 | core dimer inh = 5 | VLA-4 inh = 0 | proCasp7 act = 1

# Continued:
SMILES,proCasp3 act,GRK2 aptamer HTS,PP5 primary,Fh CTSL1 inh,GASC-1 inh,PP1 inh,core dimer inh,VLA-4 inh,proCasp7 act
Nc1nonc1-n1nnc(C(=O)N/N=C/c2ccc(OCc3ccccc3F)cc2)c1CN1CCCCC1,5,0,-0.8,-2,-4,-2,22,-1,2
CCN(CC)S(=O)(=O)c1ccc(O)c(NS(=O)(=O)c2ccccc2F)c1,-8,0,3.5,-1,10,0,8,-8,-14
Cc1ccc(/C=N/NC(=O)c2cc3c(s2)CCCC3)o1,-6,2,-0.2,.,-2,-2,.,3,-9
CCOC(=O)CS(=O)(=O)c1ccc(C(F)(F)F)cn1,0,0,2.8,2,0,-2,-3,4,-3
O=C(COC(=O)COc1cccc(Br)c1)NCc1ccc2c(c1)OCO2,-1,0,.,.,-5,.,.,5,5
CCC(=O)c1ccc(OCC(=O)N2CCN(c3ccccn3)CC2)cc1,-3,0,-0.8,1,3,0,2,12,0
CC1(c2ccccc2)CC(C)(C)N(C(N)=O)c2ccccc21 (stereo not drawn),3,0,-0.3,5,-11,-2,-1,10,-1
Cc1ccc(N2CC(C(=O)OCC(=O)Nc3ccccc3C)CC2=O)cc1 (stereo not drawn),3,3,-1.2,.,-9,-1,.,9,9
O=C(CCS(=O)(=O)c1ccc(Cl)cc1)Nc1nc(-c2cccnc2)cs1,0,0,1.7,-3,-1,1,0,6,4
CC(C)(C)OC(=O)N1CCC[C@H]1c1nnc(SCc2c(Cl)cccc2Cl)o1,-2,1,1.6,0,2,0,7,15,11
CCN(CC)C(=O)CN(C#N)c1nc(OC)nc(N(C)C)n1,5,2,4.8,3,14,6,-5,1,-3
Cc1ccc(CNC(=O)C2CCCN(S(=O)(=O)c3cnc[nH]3)C2)cc1 (stereo not drawn),-2,0,0.4,0,-5,1,-4,34,-6
O=C(NC1CCCCC1)c1sc(N2CCOCC2)nc1-c1ccccc1,4,3,1.7,-3,0,-2,-5,13,4
CCCC1C2C(=O)N(c3ccccc3OC)C(=O)C2ON1c1ccccc1 (stereo not drawn),3,1,2.5,-12,3,2,1,5,7
O=C(NCCN1CCOCC1)C(=O)NCC1CCCO1 (stereo not drawn),12,0,-2.0,1,-33,-3,-6,5,-2
Cc1ccc(S(=O)(=O)Nc2cccc(-n3cnnn3)c2)cc1,2,0,1.9,0,-2,-3,0,2,5
CCC1(C)Cc2ccccc2-c2nc(SCC(N)=O)[nH]c(=O)c21 (stereo not drawn),6,0,-0.4,2,-1,-2,-12,9,-4
C=CCN(c1ccccc1)S(=O)(=O)c1cc(C(=O)NC2=NCCS2)ccc1Cl,-6,0,1.8,2,3,10,3,-6,-6
CC[C@]1(O)CC2CN(CCc3c([nH]c4ccccc34)[C@@](C(=O)OC)(c3cc4c(cc3OC)N(C=O)[C@H]3[C@@](O)(C(=O)OC)[C@H](OC(C)=O)[C@]5(CC)C=CCN6CC[C@]43[C@@H]65)C2)C1 (stereo partly drawn),3,0,-1.1,4,3,4,11,29,-11
C=CCn1nnnc1SCC(=O)Nc1ccc(OC)cc1,8,3,4.1,-2,14,1,9,-18,-3
COC(=O)C1=C(C)Nc2c(c(=O)n(C)c(=O)n2C)C1c1ccncc1 (stereo not drawn),-9,2,-0.9,-1,13,-2,1,4,-3
Cc1[nH]nc(Nc2ccc(C(C)C)cc2)c1[N+](=O)[O-],3,7,2.0,0,11,-3,0,-1,-6
CC(=O)c1cccc(NC(=O)c2cc(Cl)sc2Cl)c1,5,2,-0.5,3,-8,-1,-4,-3,1
CCOC(=O)c1c(CSc2ccc(C)cc2)n(C)c2cc(Br)c(O)c(CN(C)C)c12,10,0,2.5,3,-9,10,-9,-21,0
COc1ccc2oc(C(=O)OCC(=O)NC(=O)NC(C)C)c(C)c2c1,-3,1,-0.2,5,3,0,2,14,0
COc1ccccc1-c1nnc(SCC(=O)Nc2ccc(N3CCOCC3)cc2)n1C,5,1,1.4,4,0,-1,-5,3,5
CCCCN(C(=O)C1=NN(c2cc(C)ccc2C)C(=O)CC1)c1c(N)n(CCC)c(=O)[nH]c1=O,4,0,0.0,.,3,0,.,2,-14
Fc1ccc(-c2cc(-c3ccccc3)nc(-n3cccn3)n2)cc1,1,0,5.2,4,0,1,17,4,-4
COC(=O)/C=c1\sc2ncnn2c1=O,-18,0,-2.7,2,2,2,-4,-8,-17
Nc1nc(SCC(=O)c2cccs2)n[nH]1,-5,0,-2.2,-1,-9,-11,1,9,3
O=C1N/C(=C\c2ccc(N3CCOCC3)c(F)c2)C(=O)N1Cc1ccccc1,-6,0,2.5,1,-19,8,-5,14,-4
CCC(c1nnnn1CC1CCCO1)N(CCCO)Cc1cc2cccc(C)c2[nH]c1=O (stereo not drawn),-16,0,-0.5,3,17,-2,-5,-2,-18
CCC(C)[C@H](NC(=O)N1CC(=O)Nc2ccccc21)C(=O)N[C@@H](Cc1c[nH]c2ccccc12)C(=O)O (stereo partly drawn),1,3,1.4,5,?,-4,-4,5,-7
COc1ccc(S(=O)(=O)CCC(=O)O)cc1,0,3,2.7,-1,-1,-6,-6,9,1
Cc1cccc(N=Nc2c(C)[nH]n(-c3ccccc3)c2=O)c1,-5,0,1.1,4,-9,-5,1,3,5
O=C(OCC#CCSc1nnc(-c2ccccc2)o1)c1cc2ccccc2o1,-9,0,-1.3,5,5,2,12,-6,10
O=C(COc1ccc([N+](=O)[O-])cc1)Nc1ccc(CN2CCOCC2)cc1,-1,0,0.4,0,5,-5,-2,0,-12
CCCN1CCN(c2ncnc3c2nnn3Cc2ccccc2)CC1,8,10,1.3,1,3,1,-3,14,24
NS(=O)(=O)c1ccc(NC(=O)CSc2ccccc2)cc1,-3,0,2.7,0,0,-2,-1,0,-7
Cc1cc(NC(=O)c2cc([N+](=O)[O-])cc([N+](=O)[O-])c2C)no1,-5,2,2.1,-3,-3,5,12,i,9
O=C(CCCn1c(=S)[nH]c2ccc(Br)cc2c1=O)NCc1ccccn1,1,0,0.6,2,7,-3,-1,2,0
O=C(c1cn(-c2ccccc2)nc1-c1ccncc1)n1nnc2ccccc21,0,0,-1.4,5,-2,-1,-8,6,3
CCCc1nnc(SCC(=O)NC2CCCC2)n1CCOC,-6,3,0.1,1,4,2,-5,2,10
COc1ccc(N=Cc2oc3ccc4ccccc4c3c2O)cc1,-7,0,5.1,0,-3,12,3,-6,-9
Cc1ccccc1C(=O)Nc1nnc(SC(C)C)s1,11,2,-0.7,1,-10,-3,-3,-5,-3
Cc1cccc(NC(=O)CCCN2C(=O)C3CC=CCC3C2=O)c1 (stereo not drawn),-1,0,3.0,-2,-20,-2,4,12,4
COc1cccc(CNc2ccc(N3CCCCC3)cc2)c1OC,1,0,3.0,1,.,-2,2,-4,7
COC(=O)CN1CCN(C(=O)c2ccco2)CC1,-4,4,1.7,-7,-7,-5,-9,-11,-7
Cc1cc(NC(=O)c2ccc3c(c2)C(=O)N(C2CCCCC2)C3=O)no1,5,1,1.2,-4,8,-3,4,16,5
O=C(NN=Cc1ccc(OC(F)F)cc1)c1ccc(NS(=O)(=O)c2cccs2)cc1,4,1,.,.,-3,.,.,-4,7
CN(C)S(=O)(=O)Oc1cccc(C(=O)Nc2ccc(Cl)cc2)c1,-6,0,4.2,-5,1,2,-1,5,13
COc1ccc(-n2c(=O)/c(=C\c3cccs3)s/c2=C(/C#N)C(=O)N2CCN(C)CC2)cc1,-2,0,0.4,-4,-11,-2,-4,7,-7
O=S(=O)(c1ccccc1)n1c(C(O)c2ccccn2)cc2ccccc21 (stereo not drawn),4,2,2.4,1,3,4,-5,-23,4
CC(=O)Nc1ccc(NC(=O)c2cc(=O)c3ccc(C)cc3o2)cc1,-2,0,0.4,4,-2,-2,3,18,9
COc1cccc(C(=O)Nc2ccc(NC(=O)C3CC3)cn2)c1,-1,0,1.2,-2,0,-1,-3,7,6
